Assay outcomes as filed in PubChem.
Calpain2 inh: calpain II (pig) inhibition | purified calpain II, fluorogenic peptide substrate, 30 min | inhibition, % at 16 µM | hit rate 0.37% among 220,000 | AID 1236;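 active = inhibition above about 50%, limit read from the data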
Ba/F3 V617F tox: lowers viability of Ba/F3 cells expressing EpoR and JAK2V617F | ATP luminescence | inhibition, % at 5.6 µM | hit rate 1.1% among 220,000;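 active = inhibition above the campaign mean plus 3 SD over all tested compounds, cut at about 24% in these data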;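 note: cytokine-independent growth of Ba/F3 cells driven by EpoR plus mutant JAK2; 0% = DMSO-treated cells and 100% = JAK inhibitor I control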
EP2 mod: modulates human prostaglandin E2 receptor EP2 signaling. P43116. EP2-expressing cells, cAMP HTRF FRET, PGE2 co-stimulation. induction, % at 25 µM. hit rate 0.83% among 260,000. AID 940;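 active = compounds whose cAMP rise, as percent of the full-agonist control response, exceeds 60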;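 note: rat C6 glioma line stably carrying human EP2 under a CMV promoter; the protocol text gives 20 µM as final concentration; 100% = response of wells given 1 µM PGE2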
Target sequence (P43116 whole entry, looked up): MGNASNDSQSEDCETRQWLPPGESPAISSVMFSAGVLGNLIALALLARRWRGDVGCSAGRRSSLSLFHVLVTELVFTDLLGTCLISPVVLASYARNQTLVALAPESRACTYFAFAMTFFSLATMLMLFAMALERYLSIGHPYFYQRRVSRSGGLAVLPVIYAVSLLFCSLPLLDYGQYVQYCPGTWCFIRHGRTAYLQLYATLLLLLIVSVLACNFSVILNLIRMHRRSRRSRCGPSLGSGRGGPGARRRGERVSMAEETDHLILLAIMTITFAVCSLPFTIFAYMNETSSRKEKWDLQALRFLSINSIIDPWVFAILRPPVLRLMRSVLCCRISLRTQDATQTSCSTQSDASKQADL
zfTRPN1 agonist: activates the zebrafish TRPN1 channel; hit rate 0.18% among 220,000; activation, % at 3 µM; HEK293 zebrafish TRPN1-YFP, Fluo-8 calcium fluorescence; 100% = response to 87 µM carbachol;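 active = activation above its plate's cutoff, the mean activation of test wells on that plate plus 3 SD, cut at about 19% in these data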;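 note: 0% = DMSO alone and 100% = 87 µM carbachol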
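Material – zebrafish TRPN1-YFP in HEK293 cells · Doses – 3 µM single point · Schedule – dye 1 h 37 °C plus 30 min RT · Signal – Fluo-8 calcium fluorescence, excitation 470-495 nm, emission 515-575 nm · Read-out – % activation versus carbachol response · Control set – carbachol high, DMSO low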
BaF3 tox: parental Ba/F3 viability inhibition as JAK2V617F counter-screen; CellTiter-Glo ATP luminescence; inhibition, % at 5.6 µM; hit rate 1.1% among 220,000;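 active = inhibition above a per-campaign cutoff, the mean inhibition of all tested compounds plus 3 SD, cut at about 27% in these data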;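 note: 0% = DMSO wells and 100% = JAK Inhibitor I control wells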
S1P4 ag: agonists of human S1P4 receptor. O95977. S1P4-expressing cell line, agonist reporter assay. activation, % at 4.98 µM. hit rate 0.35% among 220,000. AID 1509; in the data active = activation above about 11%;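 note: 0% = DMSO vehicle and 100% = reference agonist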
Target sequence (O95977 whole entry, looked up): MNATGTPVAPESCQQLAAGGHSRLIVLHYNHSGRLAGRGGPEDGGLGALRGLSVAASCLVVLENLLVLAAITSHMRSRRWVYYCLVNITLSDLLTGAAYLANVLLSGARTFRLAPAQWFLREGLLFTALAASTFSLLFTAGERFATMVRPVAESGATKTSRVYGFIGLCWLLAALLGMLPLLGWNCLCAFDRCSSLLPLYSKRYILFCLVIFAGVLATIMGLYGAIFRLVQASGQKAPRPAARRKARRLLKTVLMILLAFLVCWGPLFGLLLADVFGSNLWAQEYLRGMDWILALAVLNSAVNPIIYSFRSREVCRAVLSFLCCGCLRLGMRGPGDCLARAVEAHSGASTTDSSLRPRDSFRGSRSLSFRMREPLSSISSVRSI
TRPML3 ag: agonists of human TRPML3 channel | activation, % at 3 µM | HEK293 TRPML3-YFP, Fluo-8 calcium fluorescence; 100% = the carbachol control signal | hit rate 0.29% among 220,000 | Q8TDD5 | AID 1448;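 active = activation above its plate's cutoff, the mean activation of the plate's test wells plus 3 SD, cut at about 12% in these data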;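 note: 0% = DMSO only wells and 100% = carbachol wells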
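Material: HEK293 cells stably carrying human TRPML3-YFP; compound dosing: single dose, 3 µM final nominal compound, 0.3% DMSO final; incubation: 1-h 37 °C dye load, 5-s basal, 120-s post-compound reads; technique: Fluo-8 intracellular calcium fluorescence, excitation 470-495 nm, emission 515-575 nm; read-out basis: percent activation from peak-to-basal fluorescence ratio, scaled between DMSO and carbachol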
PERK inhibitor: blocks human PERK kinase. inhibition, % at 5.6 µM. CHO PERK-DD fusion, SEAP luminescence translation reporter. hit rate 0.17% among 220,000;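 active = inhibition above the mean inhibition of all tested compounds plus 3 SD, set separately per screening campaign, cut at about 2.9% in these data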;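 note: PERK kinase domain activated by AP20187 dimerizer at 100 nM; 0% = DMSO with dimerizer and 100% = rapamycin at 8.4 µM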
S1P4 antagonist: blocks the human S1P4 receptor; S1P4-expressing cells, antagonist mode, reporter read-out; hit rate 0.26% among 220,000; inhibition, % at 4.98 µM; O95977; in the data active = inhibition above about 29%;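 note: 0% = wells stimulated with agonist and 100% = vehicle wells without agonist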
* = called active by the depositor; i = inactive; & = joins results of further samples.

Start of the data: the first 2 compounds as a preview:
SMILES | Calpain2 inh | Ba/F3 V617F tox | EP2 mod | zfTRPN1 agonist | BaF3 tox | S1P4 ag | TRPML3 ag | PERK inhibitor | S1P4 antagonist
O=C(CS(=O)Cc1ccccc1Cl)Nc1ccccc1Cl (stereo not given) | 24 | -2 | -27 | -1.8 | 3 | -0.9 | -0.6 | 1.4 | -3
O=C(/C=C/c1ccc2c(c1)OCO2)Nc1ccc(Cl)cn1 | -52 | 4 | -4 | -1.9 | 6 | -1.1 | 0.1 | 0.6 | -10

Main list (from the top)
SMILES | Calpain2 inh | Ba/F3 V617F tox | EP2 mod | zfTRPN1 agonist | BaF3 tox | S1P4 ag | TRPML3 ag | PERK inhibitor | S1P4 antagonist
O=C(CS(=O)Cc1ccccc1Cl)Nc1ccccc1Cl (stereo not given) | 24 | -2 | -27 | -1.8 | 3 | -0.9 | -0.6 | 1.4 | -3
O=C(/C=C/c1ccc2c(c1)OCO2)Nc1ccc(Cl)cn1 | -52 | 4 | -4 | -1.9 | 6 | -1.1 | 0.1 | 0.6 | -10
CC1CC(C)CN(S(=O)(=O)c2ccc(C(=O)Nc3nnc(-c4cccs4)o3)cc2)C1 (stereo not given) | -431 | 3 | 11 | -1.9 | 7 | -0.1 | -1.3 | -0.4 | 4
CC(NS(=O)(=O)c1ccc(Br)cc1)C(N)=O (stereo not given) | -9 | -4 | 14 | -0.2 | 2 | 2.7 | 0.8 | 1.5 | 2
CCCN(CCC)C(C(=O)Nc1cccc(OC)c1)c1ccccc1 (stereo not given) | 5 | 1 | 38 | -0.9 | 5 | 0.1 | -1.0 | 0.2 | 15
CC(=O)N(Cc1ccccc1C)c1cccc(C)c1C | 22 | -1 | 49 | -1.9 | -1 | -1.2 | -0.5 | 1.0 | -2
CC(C)N(CCO)C(=O)CCc1nnc(Cc2cccc(C(F)(F)F)c2)o1 | 7 | 4 | -9 | 0.1 | 9 | 0.0 | -0.2 | 0.5 | 6
COc1ccc(CSCC(=O)N/N=C/c2ccc(OCC(=O)NCc3ccco3)cc2)cc1 | -6 | 0 | -34 | 1.4 | -2 | 1.0 | 0.8 | 0.1 | -18
COc1ccc(-c2nn(-c3ccccc3C)cc2CNCCc2cnc[nH]2)cc1F | -65 | 0 | 0 | -0.2 | 5 | 0.3 | 0.4 | -0.3 | -17
CCOc1cccc(=O)c2c(C)n(Cc3ccco3)c(C)c12 | -72 | -1 | 8 | 0.9 | -2 | 3.4 | 0.6 | 0.2 | -19
O=C(NCCN1CCOCC1)/C(=C\c1ccc(Br)cc1)NC(=O)c1cccs1 | 12 | -3 | 13 | 1.4 | 5 | 0.6 | 0.6 | 0.5 | -2
COc1ccc(-c2ccc(SCC(=O)NCc3ccco3)nn2)cc1 | 9 | -4 | -2&-2 | -1.0 | -3 | 0.3 | -0.8 | -0.5 | -21
Cc1nn(C)c(=O)c(N)c1-c1cc(-c2ccc(Cl)c(Cl)c2)n[nH]1 | 9 | -2 | -58 | -0.7 | -4 | -1.8 | 0.8 | 0.5 | -16
O=C(COc1cccnc1[N+](=O)[O-])N1CCN(S(=O)(=O)c2ccc3ccccc3c2)CC1 | -4 | -1 | -38 | -4.1 | 0 | -0.1 | 0.1 | -0.7 | 3
C=CCNC(=S)Nc1ccc(N2CCOCC2)c(S(=O)(=O)Nc2ccccc2Cl)c1 | -40 | -1 | -52 | 2.3 | 5 | 1.4 | 0.5 | 0.1 | 13
Cc1ccsc1/C=N/NC(=O)C(N)=O | -12 | -1 | 13 | 2.3 | 5 | 1.6 | 0.4 | 0.1 | -64
CCCCNC(=S)Nc1ccc2nc3n(c(=O)c2c1)CCCCC3 | 14 | -3 | -37 | 2.0 | 5 | 1.3 | 0.8 | -0.1 | -29
O=C(NC1CCCC1)C(c1cccnc1)N(CCc1ccccc1)C(=O)c1ccco1 (stereo not given) | -8 | -3 | 27 | 0.6 | 8 | 0.3 | 0.0 | -0.3 | -13
COc1ccc(C2=NO[C@@H]3C(=O)N(c4ccc5c(c4)OCCO5)C(=O)[C@H]23)cc1OC | 11 | -4 | 5 | -0.4 | 2 | -1.5 | 0.8 | 1.1 | -15
COc1ccc(CNC(=O)CCC(=O)Nc2nnc(C(C)C)s2)cc1 | -10 | -2 | -4 | -0.9 | 1 | 2.2 | 0.7 | 0.3 | -3
CCCCn1c(N)c(N(CCC(C)C)C(=O)CSc2nnc3ccccn23)c(=O)[nH]c1=O | -39 | 1 | 26 | 1.0 | 2 | -0.7 | 0.7 | 0.8 | 6
Cc1nc([N+](=O)[O-])c(C(=O)OCc2ccccc2C#N)n1C | -6 | 0 | -7 | 1.4 | 5 | 0.4 | 0.4 | -0.7 | -2
O=C(c1ccc2c(c1)OCO2)N1CCN=C1SCc1cccnc1 | -5 | -3 | 24 | 1.0 | 1 | 2.3 | 0.0 | 0.6 | -13
COc1ccc(Cl)cc1NC(=S)N1CCN(C(=O)c2ccco2)CC1 | -21 | 1 | 27 | 1.6 | 5 | -3.8 | 0.6 | 1.0 | 4
CCOc1cc(C(=O)CCC(=O)OCC(=O)NC(=O)NCC(C)C)ccc1O | 14 | -4 | -2 | 0.6 | -5 | 0.4 | -0.8 | 0.7 | -11
COc1ccc(/C=N/NC(=O)c2cccnc2)cc1CSc1ccccn1 | -4 | 1 | -29 | 0.4 | -2 | 1.0 | 0.5 | -0.6 | -7
O=C(COC(=O)CCSc1ccc(Cl)cc1)NCc1ccccc1 | 29 | 3 | -5 | -3.1 | 8 | -0.8 | -0.7 | 0.1 | -29
CCN(CC)c1ccc2cc(C(=O)O)c(=O)oc2c1 | -238 | 2 | 46 | 1.0 | 3 | 4.7 | 0.9 | 0.2 | 10
CCCn1c(NCc2c[nH]c3ccccc23)nc2ccccc21 | 12 | 1 | -22 | -2.0 | 2 | 1.1 | 0.0 | -0.2 | 2
COc1ccccc1NC(=O)CC1SC(=N)N(c2ccccc2)C1=O (stereo not given) | -15 | 0 | -53&-30 | 0.4 | 0 | -0.2 | 0.5 | 0.1 | 4
CCC(C)C(NS(=O)(=O)c1ccc(C)cc1)C(=O)Oc1ccc2c3c(c(=O)oc2c1)CCC3 (stereo not given) | i | -4 | 3 | -0.6 | -1 | 1.3 | -0.4 | -0.8 | 5
O=S(=O)(c1ccc(S(=O)(=O)N2CCN3CCCC3C2)cc1)N1CCCC1 (stereo not given) | -24 | 1 | -1&3 | -0.4 | 5 | 1.9 | -0.5 | -0.4 | -5
CCOc1ccc(N2CC(C(=O)NC(C)C)CC2=O)cc1 (stereo not given) | -2 | 0 | 8&-6 | 2.0 | 6 | -1.7 | 0.3 | 1.9 | 7
C=CCn1c(NC(=O)c2ccc(Br)o2)c(C(=O)OCC)sc1=S | 19 | 0 | -1 | 0.6 | 0 | 0.6 | -1.0 | 0.9 | -4
CCC(=O)NC(=S)Nc1ccc(Cl)cn1 | 11 | 0 | 1 | 2.0 | 2 | 0.4 | -0.1 | 0.4 | -20
COc1cccc(/C=N/Nc2ncnc3scc(-c4ccccc4)c23)c1O | -50 | 41* | -4 | 0.5 | 26 | 1.1 | 0.2 | -1.5 | 18
COCCCN1C(=O)CC(C(=O)OC)=C1C | 6 | 1 | 33 | 0.9 | 6 | -0.7 | 0.9 | 0.3 | -4
O=C(O)c1cc2ncc(CCO)cn2n1 | -45 | 1 | 18 | 1.4 | 7 | -1.6 | 1.3 | -0.3 | 0
Cc1cc(C)n2cc(CSc3nnnn3C)nc2n1 | -163 | 0 | 17 | 0.6 | -1 | 0.3 | 0.6 | 0.8 | -8
Cc1cc(OCC(F)(F)C(F)(F)C(F)(F)C(F)F)nc(N)n1 | -2 | 0 | 1 | 1.9 | 0 | -0.4 | 0.2 | 0.7 | 2
Cc1c(Cl)cccc1NC(=O)CNc1ccccc1F | -26 | 1 | 10 | -0.9 | 2 | 1.8 | -0.8 | -0.2 | 3
COc1ccccc1Nc1nnc(SCC(=O)Nc2nc(-c3ccc(F)cc3)cs2)s1 | -115 | -1 | 1 | -0.1 | 7 | 1.7 | -0.2 | 0.5 | -13
Fc1ccc(Br)cc1C1C=C(c2cccnc2)Nc2ncnn21 (stereo not given) | -38 | -4 | -20 | 1.4 | 2 | 1.0 | 0.7 | 0.4 | 19
COc1ccc(C2c3ccc4ccccc4c3Oc3ncn(CCN4CCOCC4)c(=N)c32)cc1 (stereo not given) | -49 | -2 | -51 | 1.1 | 2 | -0.3 | 1.3 | -1.0 | -11
Cc1cc(NC(=O)c2nn(C)c(C)c2[N+](=O)[O-])no1 | -2 | 4 | 4 | 1.1 | 3 | -2.8 | 0.1 | 0.0 | -14
CC/C(=N\NS(C)(=O)=O)c1ccccc1 | -3 | 0 | 18 | -0.9 | 4 | -1.3 | 0.6 | -0.3 | -5
CNC(=O)c1cc2cc(OC)ccc2oc1=N | -243 | 4 | -4 | 1.2 | -2 | -0.2 | 0.1 | -0.2 | -3
COc1ccc(C2CC(=O)C3=C(C2)Nc2ncnn2C3c2ccccc2C)cc1 (stereo not given) | -10 | 0 | 15 | 2.0 | 2 | -1.1 | 1.6 | 0.6 | 12
COc1ccc(-c2ccc(=O)n(Cc3cccc([N+](=O)[O-])c3)n2)cc1 | 13 | 4 | -42 | 0.8 | 7 | 0.6 | 0.6 | 0.1 | 10
O=C1NCCCC1C(=O)NCCNC(=O)C(F)(F)F (stereo not given) | -5 | 0 | -11 | 1.0 | 3 | 2.1 | 0.3 | 0.8 | -3
COC(=O)c1cc(NC(=O)CN(C)Cc2ccccc2)cc(C(=O)OC)c1 | -9 | -3 | -13 | -2.1 | -3 | -1.1 | 0.1 | -0.3 | -6
Cn1c(SCC(=O)NNC(=O)c2ccc(Br)cc2)nnc1-c1cccnc1 | -12 | -5 | 33 | 0.3 | 1 | 1.3 | 1.0 | 0.2 | 7
CCOC(=O)CCCNC(=O)COC(=O)/C=C/c1ccc2c(c1)OCO2 | -51 | -3 | -27 | -1.0 | -1 | -0.6 | -0.1 | 0.8 | -11
CCOc1ccc(Nc2c3c(nc4ncnn24)CC(C)CC3)cc1 (stereo not given) | 2 | 3 | 3&-12 | -0.6 | 6 | -0.3 | -0.5 | 0.3 | 6
CCOC(=O)c1sc2ncn(/N=C/c3ccc(O)c(OC)c3)c(=O)c2c1C | -83 | 1 | 58 | -2.4 | 6 | -1.6 | 0.2 | -0.4 | -10
COc1ccc(-c2nc(-c3ccccc3)c(-c3cccs3)[nH]2)cc1OC | -396 | 1 | 44 | -0.6 | 8 | -2.1 | -0.4 | -0.5 | 11
CCOC(=O)CCNC(=O)c1ccccc1Br | 1 | -1 | 15 | -1.4 | 6 | 1.1 | 0.9 | 0.2 | -4
O=C(CSc1nnnn1-c1ccc(O)cc1)c1cc2ccccc2o1 | 25 | -5 | -64 | -0.1 | 0 | -0.1 | -0.3 | 0.6 | 4
CCn1cc(CNCc2cn[nH]c2-c2cc3ccccc3o2)cn1 | -21 | -4 | -24 | -0.7 | -1 | -0.7 | 0.4 | 0.1 | -5
